Screening data as filed in PubChem BioAssay.
GC-B act: GC-B (human) receptor activation; P20594; HEK293-GC-B cells, CNP EC30, cGMP TR-FRET; 0% at EC30 CNP, 100% saturating CNP; activation, % at 10 µM; 370,000 tested, 0.11% active; AID 1920062;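 active means activation at 10 µM reaching about 35% in either raw or pattern-adjusted values, limit read from the data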
Target sequence (P20594 whole entry, looked up): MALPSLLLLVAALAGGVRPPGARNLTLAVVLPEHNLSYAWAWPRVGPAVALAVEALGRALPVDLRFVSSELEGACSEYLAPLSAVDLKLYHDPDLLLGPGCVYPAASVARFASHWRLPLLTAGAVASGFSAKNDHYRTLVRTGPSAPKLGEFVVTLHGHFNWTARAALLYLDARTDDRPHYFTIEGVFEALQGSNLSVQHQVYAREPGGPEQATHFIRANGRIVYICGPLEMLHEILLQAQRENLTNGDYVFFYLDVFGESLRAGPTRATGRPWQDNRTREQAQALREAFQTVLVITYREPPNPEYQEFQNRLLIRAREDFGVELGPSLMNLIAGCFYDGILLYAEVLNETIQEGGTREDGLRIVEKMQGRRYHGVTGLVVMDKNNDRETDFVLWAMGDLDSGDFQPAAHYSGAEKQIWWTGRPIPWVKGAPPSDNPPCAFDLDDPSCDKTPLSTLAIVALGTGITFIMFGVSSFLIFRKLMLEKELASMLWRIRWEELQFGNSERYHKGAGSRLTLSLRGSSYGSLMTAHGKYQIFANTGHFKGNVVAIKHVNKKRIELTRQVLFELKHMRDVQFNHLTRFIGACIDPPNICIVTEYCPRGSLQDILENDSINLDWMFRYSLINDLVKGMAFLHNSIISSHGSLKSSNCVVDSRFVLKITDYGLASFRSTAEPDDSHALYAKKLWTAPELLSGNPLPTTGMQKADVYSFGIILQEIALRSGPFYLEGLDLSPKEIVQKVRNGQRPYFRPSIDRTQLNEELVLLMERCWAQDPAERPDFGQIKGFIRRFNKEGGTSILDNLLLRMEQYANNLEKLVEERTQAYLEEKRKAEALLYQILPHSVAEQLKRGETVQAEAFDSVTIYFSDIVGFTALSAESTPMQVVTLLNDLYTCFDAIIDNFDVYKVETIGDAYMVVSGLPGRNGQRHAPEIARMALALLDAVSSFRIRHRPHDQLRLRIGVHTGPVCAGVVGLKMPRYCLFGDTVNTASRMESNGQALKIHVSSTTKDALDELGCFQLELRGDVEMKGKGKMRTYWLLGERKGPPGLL
GAA850 FXN act: frataxin GAA850 promoter activation. HEK293 lucGAA850 FXN promoter luciferase reporter, 24 h; percent of 10 µM SAHA response. activation, % at 6 µM. 360,000 tested, 0.56% active. AID 540364;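 active means activation above the average of all compounds screened plus 3 SD, cutoff fixed separately per campaign, cut at about 7.5% in these data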;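 further: 0% = DMSO wells and 100% = 10 µM SAHA wells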
GC-A act: GC-A (human) enzyme activation; P16066; HEK293 GC-A cells, cGMP TR-FRET, EC30 ANP; 0% at EC30 ANP, 100% saturating ANP; activation, % at 10 µM; 370,000 tested, 0.14% active; AID 1671463; in the data active means activation above about 40%
SMARCA2 act: activators of SMARCA2 function. activation, % at 9.1 µM. MG213 cells, MMTV-luciferase reporter, dexamethasone, overnight. 370,000 tested, 1% active; in the data active means activation above about 7.8%;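 further: 0% = vehicle wells and 100% = reference activator wells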
hcDAF12 agonist: activates DAF-12 receptor from parasite H. contortus. HEK293 hcDAF-12 lit1-tk-luc reporter, luminescence; 0% DMSO, 100% Δ7-dafachronic acid. activation, % at 6.8 µM. 370,000 tested, 1.4% active. AID 652067;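 active means activation above the mean of all tested compounds plus 3 SD, cut at about 5.5% in these data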;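 further: 100% = response to 3 µM Δ7-dafachronic acid high control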
DAX1 inh-1: inhibitors of human orphan nuclear receptor DAX1 (NR0B1). HEK293 Gal4-DAX1 luciferase reporter, luminescence. inhibition, % at 6.75 µM. 340,000 tested, 0.99% active. AID 504766;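 active means inhibition above the mean over all tested compounds plus 3 SD, cut at about 4.2% in these data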;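 further: 0% = DAX1-transfected cells with DMSO and 100% = empty-vector control cells with DMSO; inhibition shows as a rise in luminescence from relieved DAX1 repression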
ssDAF-12 act: activators of S. stercoralis DAF-12 nuclear receptor; HEK293 ssDAF-12/GRIP1 lit1-tk-luc reporter, luminescence; % of 3 µM dafachronic acid response; activation, % at 6.8 µM; 370,000 tested, 1% active; AID 652126;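 active means activation above the mean over all tested compounds plus 3 SD, cut at about 0.9% in these data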;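 further: 0% = DMSO-only wells and 100% = 3 µM delta7-dafachronic acid wells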
DAX1 inh-2: blocks DAX1 repression of SF-1 activated StAR promoter; HEK293T StAR-luciferase reporter, SF-1/DAX-1 repression relief; inhibition, % at 6.8 µM; 370,000 tested, 1.1% active; AID 652010;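 active means inhibition above the mean over all tested compounds plus 3 SD, cut at about 3.6% in these data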;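 further: 0% = DAX-1 cells with DMSO and 100% = cells lacking DAX-1 with DMSO; higher inhibition means more luminescence from relief of DAX-1 repression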
sPLA2-III inh: Blocks human group III sPLA2 activity; Q9NZ20; QFRET BODIPY PC-A2 liposome hydrolysis, fluorescence; inhibition, % at 12.2 µM; 370,000 tested, 0.56% active; AID 743126;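 active means inhibition above mean plus 3 SD of compounds lying within the high and low control bounds, cut at about 19% in these data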;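 further: 0% = median of test compound wells and 100% = no enzyme DMSO wells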
ADAM10 inh: inhibitors of human ADAM10; O14672; recombinant ADAM10, EDANS/DABCYL FRET peptide cleavage, 3 h; inhibition, % at 7 µM; 370,000 tested, 0.62% active;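 active means inhibition above a per-campaign cutoff equal to the mean of compounds falling between control-based bounds plus 3 SD, cut at about 20% in these data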;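 further: 0% = DMSO wells while the 100% control is not disclosed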
hgDAF12 agonist: activates the H. glycines DAF-12 receptor ligand-binding domain; activation, % at 6.8 µM; 370,000 tested, 1.8% active; HEK293 GAL4-hgDAF12 UAS-luciferase reporter, agonist luminescence; normalized to butyrate control;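 active means activation above a cutoff set at the mean of all screened compounds plus 3 SD, cut at about 10% in these data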;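 further: 0% = DMSO wells and 100% = sodium butyrate wells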
The depositor's hits bear a star; nt = no result given.

SMILES	GC-B act	GAA850 FXN act	GC-A act	SMARCA2 act	hcDAF12 agonist	DAX1 inh-1	ssDAF-12 act	DAX1 inh-2	sPLA2-III inh	ADAM10 inh	hgDAF12 agonist
CCN(C)C1CN(Cc2cn(Cc3ccccc3)nn2)S(=O)(=O)C1 (centres undefined)	0	nt	4	-2	-1.3	nt	-0.1	0.4	5	-6	0.8
N#Cc1ccc(-c2csc(NNC(=O)c3ccccc3)n2)cc1	-1	0.2	-1	-3	-1.6	-0.4	-1.1	-0.4	39*	3	-0.5
Cc1ccc(S(=O)(=O)n2ccc3c(OCCOCCNCc4ccc(F)cc4)cccc32)cc1	4	2.1	-16	-6	-3.2	-0.5	-1.6	-0.9	-9	6	-3.2
O=Cc1ccc2c(c1)CCN2Cc1ccccc1	-2	-1.3	2	1	0.2	0.7	-1.0	-1.1	1	-13	3.8
CCN1CCN(c2cc(SC(C)C)nc(-c3ccc(OC)cc3)n2)CC1	-4	0.4	-4	-4	2.1	-1.0	-0.6	-0.2	-18	14	1.6
O=C(O)CCC(CNS(=O)(=O)c1ccccc1)C(F)(F)F (centres undefined)	6	-1.9	2	-5	-1.4	0.1	-1.3	-1.0	2	-2	-3.5
CCCCSc1nc(NCc2ccco2)c2c3c(sc2n1)COC(C)(C)C3	-2	1.1	9	2	-0.1	0.4	-1.0	-0.5	-5	-54	-0.9
CC(=O)c1ccc(OCC(O)CN2CCN(CCN3C(=O)c4cccc5cccc(c45)C3=O)CC2)cc1 (centres undefined)	2	-1.3	5	3	-1.6	-1.1	-1.1	-0.4	-9	-24	0.3
O=C(NCCNS(=O)(=O)c1ccccc1Cl)c1cc(OCC(F)(F)F)ccc1OCC(F)(F)F	4	-1.2	-2	2	-2.4	0.6	-1.1	-0.5	-17	6	-0.3
CCc1nc2c(OCc3ccc(OC)cc3)cccn2c1N(C)C(=O)C(C)C	-2	-1.3	2	-4	-1.6	nt	-1.1	-2.5	7	-31	-2.4
CC1(C)NC(=O)N(CCCCOc2ccc(Cl)cc2)C1=O	7	-1.9	15	-5	-0.3	2.9	-0.9	0.1	-4	0	-1.2
O=C(Nc1ccc(N2CCOCC2)c(S(=O)(=O)Nc2ccccc2Cl)c1)c1ccc(F)cc1	2	-1.6	-6	-2	2.0	-0.8	-1.3	-0.9	-8	-2	0.3
Cc1ccc(S(=O)(=O)NC(=O)C2(C)CCN2C(=O)CC2CCCC2)cc1 (centres undefined)	-3	-1.4	2	-2	-0.6	nt	-0.9	0.5	10	-15	-2.1
COc1ccc2nc(NC(=O)CS(=O)(=O)Cc3ccccc3)sc2c1	-6	-0.3	3	0	-1.2	1.2	-1.8	0.2	-23	-13	-2.5
Clc1ccc(C2CSc3c4ncnc-4ncn32)cc1 (centres undefined)	0	1.0	-1	-2	-0.2	-1.2	-2.2	-0.3	-16	6	-0.2

A run of entries from further up, as a working copy:
SMILES	GC-B act	GAA850 FXN act	GC-A act	SMARCA2 act	hcDAF12 agonist	DAX1 inh-1	ssDAF-12 act	DAX1 inh-2	sPLA2-III inh	ADAM10 inh	hgDAF12 agonist
CCN(C)C1CN(Cc2cn(Cc3ccccc3)nn2)S(=O)(=O)C1 (centres undefined)	0	nt	4	-2	-1.3	nt	-0.1	0.4	5	-6	0.8
N#Cc1ccc(-c2csc(NNC(=O)c3ccccc3)n2)cc1	-1	0.2	-1	-3	-1.6	-0.4	-1.1	-0.4	39*	3	-0.5

Additional results
SMILES	GC-B act	GAA850 FXN act	GC-A act	SMARCA2 act	hcDAF12 agonist	DAX1 inh-1	ssDAF-12 act	DAX1 inh-2	sPLA2-III inh	ADAM10 inh	hgDAF12 agonist
Cc1cccc(-n2ncc3c(N4CCC5(CC4)OCCO5)ncnc32)c1	-2	5.2	-2	0	2.4	0.6	0.4	2.7	-4	1	5.2
CC(=O)Nc1ccc(SCC(=O)N(C)C2CCS(=O)(=O)C2)cc1 (centres undefined)	-2	0.5	-3	-2	-0.1	0.6	-1.4	0.7	5	-1	-2.2
CN(Cc1ccccc1)C(=O)c1ccc(Nc2nc(C(N)Cc3ccccc3)cs2)nc1 (centres undefined)	-5	0.5	-2	-3	-1.2	nt	-1.0	1.7	2	-12	-3.4
NC(=O)CSc1nnc(COc2ccccc2)n1Cc1ccco1	2	-1.4	3	1	-1.2	0.5	-0.6	-0.6	-1	-6	2.1
CSCCC(NC(=O)c1cccc([N+](=O)[O-])c1)C(=O)O (centres undefined)	7	0.6	0	-1	1.4	0.6	-1.5	-0.3	2	1	-2.2
CCOCCc1nnc(NC(=O)c2cc(OC)c(OC)c(OC)c2)s1	2	-0.1	-1	-1	-1.3	1.9	-1.4	0.3	2	1	-2.6
CN(C)C1(CNC(=O)Nc2ccccc2)CCCCC1	0	-2.0	0	6	4.0	-1.9	-0.8	-0.1	1	-11	0.4
CN(CC(=O)OCC(=O)NCc1ccccc1)S(=O)(=O)c1ccc(F)cc1	0	-0.2	-2	2	0.6	-1.0	-0.5	0.9	2	1	0.8
O=C(Cn1cccc1C(=O)c1ccccc1)NCc1cccnc1	6	0.5	5	0	0.6	-1.3	-1.0	0.1	4	0	2.0
Cc1c(NC(=O)Cc2ccccc2)cccc1C(=O)NN1C(=O)c2ccccc2C1=O	4	1.6	1	-3	-2.0	-0.4	-0.3	-0.2	2	-3	-0.1
Cc1cc(NS(=O)(=O)c2ccc(Cl)cc2)nn1CC(=O)NCc1ccco1	-6	1.3	1	0	-1.8	-0.5	-1.4	-0.5	-12	2	0.1
O=C(c1ccc([N+](=O)[O-])cc1)N1CCN(c2ncc(Br)cn2)CC1	-8	-2.0	4	-1	1.0	2.2	-0.9	-0.1	6	-4	0.5
COc1cc(C2Nc3cc(Cl)c(S(N)(=O)=O)cc3S(=O)(=O)N2)cc(OC)c1OC (centres undefined)	5	1.9	4	-7	-0.8	0.1	-1.4	-0.6	3	-11	0.2
CN1C2=C(C(=O)CC(C)(C)C2)C(c2cccs2)C2=C1CC(C)(C)CC2=O	-2	-0.3	-5	2	-1.6	5.3*	-0.9	-0.5	1	-236	-0.3
CC(=O)NCC(=O)N(C)C(C(=O)Nc1ccc2c(c1)OCCO2)c1ccccc1 (centres undefined)	-4	-0.1	1	0	0.9	-0.2	-0.3	-0.7	1	3	-2.2
O=C(CNS(=O)(=O)c1ccc([N+](=O)[O-])cc1)N/N=C\c1ccc(O)cc1	0	2.3	2	-3	-1.4	-0.1	-0.9	0.1	-11	-1	-3.6
CN1CCCN(C(=O)/C=C/c2ccc(F)cc2)CC1	-1	2.4	1	0	-1.9	2.2	-1.5	0.0	2	5	-3.1
O=C(C1CCN(c2ncnc3c2nc2n3CCCCC2)CC1)N1CCCCC1	-3	0.4	1	-3	-1.2	0.0	-1.1	0.5	13	-1	-0.8
Cc1nc(C)c(C(=O)N2CCCC(C(=O)c3ccc4ccccc4c3)C2)s1 (centres undefined)	7	1.9	3	0	-1.1	0.3	-0.9	-2.0	-5	-71	-2.1
O=C(Cc1ccccc1)Nc1cccc(C(=O)O)c1O	-2	1.8	0	-4	-0.2	-0.7	-1.2	0.6	4	-96	-1.2
CCc1c(C)nn(C(=O)/C(C#N)=C\N(C)C)c1C	nt	0.0	nt	-2	0.4	2.0	-0.5	0.8	1	0	0.7
COc1ccc2c(C)cc(=O)oc2c1C	-5	2.4	1	-1	-1.0	1.1	-0.6	-0.2	10	-265	3.0
O=C(CCCSc1nc2ccccc2[nH]1)NCc1ccccc1F	0	1.0	2	0	-0.7	-0.6	-1.6	2.1	-1	-5	1.3
CCOC(=O)C1=C(C)N(c2ccc(C)cc2)C(=O)/C1=C\c1cccs1	4	2.0	3	-1	-1.4	1.2	-0.8	0.8	-8	5	1.5
CCOc1c(Cl)cc(C(=O)NCCN2CCCCC2)cc1Cl	0	13*	2	1	-1.6	0.1	-0.5	0.0	3	-5	-1.6
CCn1c(NCc2ccc(N(C)C)cc2)nc2ccccc21	0	0.4	-6	-1	0.9	0.0	-1.2	1.1	9	-9	1.4
Cc1ccccc1/C(N)=N/OC(=O)N1c2ccccc2Sc2ccccc21	-12	2.2	-9	1	-0.8	-0.2	-2.0	-1.7	13	1	-1.3
Cc1cc(=O)oc2c(C)c(OC(C)C(=O)NC3CCN(Cc4ccccc4)CC3)ccc12 (centres undefined)	-3	-2.8	-11	-2	-0.3	-0.2	-1.1	1.5	-5	-33	1.3
C/C(=N/N=C/c1ccc(N(C)C)cc1)c1ccccc1	-3	1.1	4	-1	0.9	-0.3	0.9	0.4	7	-5	3.6
N#CC1=C(N)N(c2ccc(F)cc2)C(=O)C1	1	-0.3	3	6	-1.0	0.0	-0.6	-0.5	0	1	-1.8
CCN=C(NS(=O)(=O)c1ccc(Br)cc1)c1ccc(Cl)cc1	-3	0.0	-10	2	0.0	0.6	-1.9	0.3	-3	4	0.7
Cc1cc(C(=O)OCCCN(C)C2CN(Cc3cn(Cc4ccccc4C(F)(F)F)nn3)S(=O)(=O)C2)no1 (centres undefined)	2	nt	0	-1	-1.7	nt	-1.3	-1.1	6	-1	0.0
CCOc1ccccc1C(=O)Nc1cccc(-c2ccc3nncn3n2)c1	-6	2.0	-11	0	-1.4	-1.8	-2.1	-1.6	-12	0	-4.4
CC(=O)Nc1ccc(NC(=O)COc2cccc3ccccc23)cc1	-1	0.6	-1	-1	1.2	0.5	-1.5	0.8	1	-3	1.2
O=C(Nc1ccc(C(=O)N2CCOCC2)cc1)c1cnn2c(C(F)F)cc(-c3ccccc3)nc12	0	4.3	10	-4	-0.9	-0.7	-1.1	0.1	4	-25	-3.9
CCN(CC(=O)NC(=O)NC1CCCC1)Cc1ccccc1	4	2.0	4	1	-2.2	-1.1	-1.0	1.5	-5	-6	0.6
Cc1c(S(=O)(=O)Nc2cc(Cl)ccc2Cl)c(=O)n(C)c(=O)n1C	-1	0.8	-3	0	-0.1	0.3	-1.2	-0.1	1	-1	-4.0
Cc1ccc(-c2noc(C3CCCN(C(=O)c4ccc(F)cc4F)C3)n2)cc1 (centres undefined)	-6	0.3	-1	-3	-3.0	-0.7	-1.7	-1.7	-13	9	-3.8
Cc1ccc(Nc2cc(C)c(O)c(C)c2)cc1	3	1.7	8	0	3.2	0.6	-0.8	0.6	5	11	4.2
Cc1ccc(-c2cc(C(=O)N3CCN(C4CCS(=O)(=O)C4)CC3)c3ccccc3n2)cc1 (centres undefined)	0	2.1	-3	0	1.2	0.8	-1.5	-1.4	-9	-350	2.5
COC(=O)c1nn(-c2ccccc2)c(=O)cc1Oc1ccc(Cl)cc1	2	1.4	10	-2	-0.2	0.3	-1.3	0.1	10	-1	2.6
COc1ccc(CC(=O)NC2CCN(CC(=O)N3CCCc4ccccc43)CC2)cc1OC	-8	-1.9	3	-2	-1.6	1.2	-1.4	0.2	7	1	-1.9
Cc1cc(Cl)c2oc(C(=O)NC(C)c3ccncn3)c(C)c2c1 (centres undefined)	-2	1.0	-5	1	-2.7	0.1	-1.0	-4.4	6	-7	0.0
N#Cc1ccc(CC(C(=O)O)N2Cc3ccccc3C2=O)cc1 (centres undefined)	3	1.2	0	-1	0.0	0.5	-0.8	-0.4	-2	-5	1.4
CCCCNC(=O)CC(NS(=O)(=O)c1ccc(C)cc1)c1ccco1 (centres undefined)	2	-0.8	-1	-4	-2.0	0.1	-0.2	0.0	3	-9	1.3
